High-throughput results: PubChem, National Center for Advancing Translational Sciences (NCATS)
p53ts 32C tox: cytotoxicity in p53ts cells at permissive temperature. H1299-p53A138V at 32C, ATP luminescence viability, 24 h. Potency, µM (doses to about 46.1 µM), inactives show at the top dose activity change, negative = cytotoxicity, most hits filed as cytotoxic. 0.93% of 130,000 active;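 further: 0% = DMSO and -100% = full killing by reference compound; nearly all actives have a fitted effect of over 55% in size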
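H1299-p53 A138V cells (temperature-sensitive p53) exposed 24 h to up to 46 uM compound at 32C, where p53 is wild-type in conformation. Viability read as ATP luminescence and normalised to DMSO and 100 uM tamoxifen. AC50 fitted with the Hill equation.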
p53ts 39C tox: p53ts cell cytotoxicity, nonpermissive temperature; AID 902; 1.5% of 130,000 active; Potency, µM (top dose mostly 46.1 µM), for the others: top-dose activity change, negative = cell killing, actives largely listed as cytotoxic; H1299-p53A138V viability at 39C, ATP luminescence, 24 h; further: nearly all actives have a fitted effect of over 55% in size
Imprint erasure: genomic imprint erasure induction; 0.02% of 110,000 active; mouse ES Peg3-LacZ reporter, beta-gal luminescence, 40 h; Potency, µM (highest dose often 60.7 µM), for inactives: at the top dose activity change, positive = activation, hits mostly activators;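 further: 0% = negative control wells on the plate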
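Readout: BetaGlo luminescence (5 min, room temp) for LacZ from the normally silent maternal Peg3 allele in female Peg3LacZ-Neo ES cells. Cells 300/well, 40 h, 37C, 5% CO2. Data normalized per plate to negative controls.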
IkB signaling: IkB pathway inhibition in ABC-DLBCL cells; 0.04% of 110,000 active; AID 445; ABC-DLBCL IkBa-CBG/CBR dual luciferase ratio, 4 h; response scale: scaled: untreated 0%, proteasome inhibitor 100%; Potency, µM (titrated, usually from 57.1 µM), inactives show top-dose IkBa stabilization activation; active means well fitted curve in the direction sought with a large enough effect in the signal ratio, not every such curve was filed as active; inconclusive means small, poorly fitted or top-dose-only effect, or a change in a side signal; the % refers to the signal ratio;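 further: the direction sought is a rising ratio; 0% = basal untreated cells and 100% = reference inhibitor full response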
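Curves were fitted separately to fusion (green), unfused (red) and ratio luminescence, then classed by r2, magnitude and activity. Cells: OCI-Ly3, 4 h compound plus doxycycline at 37C; 10 uM MG-132 defined full response.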
* hit, by the source's call; u = inconclusive; x = not tested or not shown; [ ] = remark or other dose. Unless noted, the call rests on the fitted dose curve; in most records, active means well fitted curve in the direction sought with a large enough effect; inconclusive means small, poorly fitted or top-dose-only effect, or another doubt; inactive means no such curve, though single readings can be large; an effect the other way counts as inactive or inconclusive. Unless noted, on the % scale 0 is the no-effect control and ±100 the full control effect; potency means the concentration at half of the fitted maximal effect.

SMILES	p53ts 32C tox	p53ts 39C tox	Imprint erasure	IkB signaling
COc1ccc(-c2cc(=O)c3ccccc3s2)cc1	13µM*	25µM*	-69%[inhibitor]	6.1%
COc1ccccc1N(CC(=O)Nc1ccc2c(c1)OCO2)S(=O)(=O)c1ccccc1	4%	2%	-17%	u
Oc1cccc(-c2nc3ncccn3c2Nc2cccc(C(F)(F)F)c2)c1	19%	6%	-5%[10.9 µM]	u
O=C(COc1ccc(S(=O)(=O)NC2CCCCC2)cc1)NC1CCCCC1	15%	-6%	x	x
CC(Nc1ccc(Br)cn1)c1cc(Cl)ccc1O (stereo unspecified)	38%[activator]	14%	-14%	u
CCCN(c1nc(C)cc(OC)n1)S(=O)(=O)c1ccccc1	-11%	-8%	-22%	0.1%
COc1ccccc1Cn1cc(C(=O)c2ccccc2)c(=O)c2cc(OC)c(OC)cc21	6%	-18%	-10%[10.9 µM]	u
CC(C)NC(=O)Cn1nc(C(F)(F)F)c2c1CCC2	-9%	0%	x	x
CCCCNC(=O)C1CCN(C(=O)N2CC(C)Oc3ccc(Cl)cc32)CC1 (stereo unspecified)	39%[activator]	-5%	-16%[10.9 µM]	u
COc1ccc(CNC(=O)CSc2ncc3c(n2)-c2cc(Cl)ccc2N(Cc2ccccc2)S3(=O)=O)cc1	5%	-10%	-8%[10.9 µM]	u
CCN1CCN(c2ncc3c(n2)CC(c2ccc(OC)c(OC)c2)CC3=O)CC1 (stereo unspecified)	-2%	1%	-21%	-2.1%
COc1ccc(CCC(=O)NCc2cnn(C)c2)cc1	2%	13%	5%	4.7%
COc1ccccc1OCCCSc1nc(-c2ccc(C(C)(C)C)cc2)nc2cc(=O)[nH]n12	81%[activator]	15%	-9%[10.9 µM]	u
CCCNC(=O)CCc1c(C)nc2nc(-c3cc(OC)cc(OC)c3)nn2c1C	6%	-12%	10%[10.9 µM]	-0.7%
CC(=O)C1C(c2cccc(F)c2)NC(=O)NC1(O)C(F)(F)F (stereo unspecified)	-5%	5%	-2%	0.1%
CC(=O)Nc1ccc(S(=O)(=O)N2CCN(C(=O)c3ccccc3F)CC2)cc1	14%	3%	x	x
Cc1nn(-c2ccccc2)c(-n2cccc2)c1C(=O)N1CCN(c2ccccc2)CC1	6%	-6%	-12%[10.9 µM]	u
CCOc1ccccc1NS(=O)(=O)c1ccc2c(c1)CC(C)N2C(=O)C1CC1 (stereo unspecified)	-2%	-18%	-17%[10.9 µM]	-2.6%
NC(=O)C1CCN(C(c2ccccc2)c2nnnn2C2CCCC2)CC1 (stereo unspecified)	2%	8%	x	x
CCc1ccccc1NC(=O)c1ccc(F)c(S(=O)(=O)N2CCN(c3cccc(Cl)c3)CC2)c1	4%	-23%	-12%[10.9 µM]	u
Cc1ccnc(NC(c2ccccc2F)c2ccc3cccnc3c2O)c1 (stereo unspecified)	-12%	u	-10%[10.9 µM]	u
Cc1cccc2c1-c1sc(C(=O)NCc3ccccc3Cl)cc1CO2	-7%	-28%	-5%[10.9 µM]	u
Cc1cc(Cl)ccc1NC(=O)CSc1nc2c(c(=O)[nH]1)CCC2	-6%	-7%	-17%[10.9 µM]	-0.9%
Cc1ccc(S(=O)(=O)CC(=O)Nc2ccc(S(=O)(=O)Nc3onc(C)c3C)cc2)cc1	-3%	4%	-6%	-0.4%
CC(C)/C=C1\CCCCC1N(C)C(=O)NC(C)C (stereo unspecified)	2%	-4%	-6%	1.0%

Brought forward from above: four compounds, followed by the next part.
SMILES	p53ts 32C tox	p53ts 39C tox	Imprint erasure	IkB signaling
Cc1cccc2c1-c1sc(C(=O)NCc3ccccc3Cl)cc1CO2	-7%	-28%	-5%[10.9 µM]	u
Cc1cc(Cl)ccc1NC(=O)CSc1nc2c(c(=O)[nH]1)CCC2	-6%	-7%	-17%[10.9 µM]	-0.9%
Cc1ccc(S(=O)(=O)CC(=O)Nc2ccc(S(=O)(=O)Nc3onc(C)c3C)cc2)cc1	-3%	4%	-6%	-0.4%
CC(C)/C=C1\CCCCC1N(C)C(=O)NC(C)C (stereo unspecified)	2%	-4%	-6%	1.0%
Cc1nc2c(C(=O)N(C)Cc3ccccc3)c[nH]n2c(=O)c1Cc1ccc(Cl)cc1	15%	5%	22%[10.9 µM]	-9.8%
CCc1cccc(C)c1Nc1c(-c2cccs2)nc2nc(C)cc(C)n12	-3%	-7%	-2%[10.9 µM]	u
COc1ccc(S(=O)(=O)N2CCCC2C(=O)Nc2nc3c(s2)CCCC3)cc1 (stereo unspecified)	7%	9%	-4%	u
Cc1cc(C)nc(Sc2ccc3nnnn3n2)n1	6%	6%	1%	1.0%
COc1ccc(CCNC(=O)c2cnn(-c3cccc(C)c3)c2C2CCNCC2)cc1OC	3%	-5%	6%[10.9 µM]	-2.2%
CN(C)C(=O)c1ccc(-c2cncnc2NCCN2CCOCC2)cc1	-6%	-5%	-14%	-0.9%[11.4 µM]
O=c1nc(NCc2ccco2)sc2ncccc12	-12%	14%	6%	-0.5%
O=C(CSc1nnc(Cc2cc(=O)[nH]c(=O)[nH]2)n1-c1ccc(Cl)cc1)NCC1CCCO1 (stereo unspecified)	16%	-2%	-3%	-0.9%
Nc1nnc(SCC(=O)Nc2ccccc2N2CCOCC2)s1	2%	10%	11%	-2.6%
CC(C)c1ccc(Nc2c(-c3ccccc3O)nc3cnccn23)cc1	u	5µM*	-7%[10.9 µM]	u
CCOC(=O)C1=C(N)OC2=C(C(=O)CC(C)(C)C2)C1c1ccco1 (stereo unspecified)	-4%	-10%	0%	0.8%
Cn1nnc2cc(C(=O)Nc3cccnc3)ccc21	-16%	-2%	-10%	-0.1%
Cc1oc2cc3oc(=O)c(CC(=O)NCc4ccccc4)c(C)c3cc2c1C	10%	-5%	2%[10.9 µM]	u
CCOC(=O)N1CCC(NC(=O)c2cccc3c2C(=O)N(CCOC)C3)CC1	8%	14%	-1%	-5.2%
CCN(CCCNC(=O)c1cc2c(=O)[nH]c3ccccc3c2s1)c1ccccc1	-9%	u	-11%[10.9 µM]	0.6%
Cc1c(NC(=O)c2cccc(NC(=O)c3ccco3)c2)cccc1C(=O)O	2%	6%	-14%	5.0%
COc1ccc(-n2cnc3cc(NCc4cccs4)ccc32)cc1	10%	5%	x	x
O=C(NCc1ccccc1Cl)c1c2c(nc3ccccc13)C(=O)N(C1CCCCC1)C2	-5%	-22%	-10%[10.9 µM]	u
COc1cccc(-c2nnc(SCC(N)=O)n2-c2ccc(Cl)cc2)c1	2%	9%	-6%	-0.9%
Cc1n[nH]c(C)c1S(=O)(=O)N(CC(=O)N1CCc2ccccc21)c1ccc(C(C)C)cc1	-12%	-11%	-26%	1.9%
Nc1nc2n(n1)C(c1cccs1)CC(c1ccccc1)N2 (stereo unspecified)	-5%	7%	x	1.6%
CCCC(CCC)C(=O)Nc1cccc(-c2cn3cccnc3n2)c1	-3%	-8%	u	u
CCN(C(=O)c1cc2c(=O)oc3ccc(C)cc3c2s1)c1ccccc1C	8%	u	-5%[10.9 µM]	-0.9%
CC(C)OC(=O)CSc1nnc(-c2cccnc2)n1Cc1ccccc1	-3%	5%	-5%	-0.1%
CCN1C(=O)c2ccc(C(=O)NCc3ccc4c(c3)OCO4)cc2C1=O	6%	u	x	x
Following part:
SMILES	p53ts 32C tox	p53ts 39C tox	Imprint erasure	IkB signaling
CSc1ccc(Cl)c(C(=O)NCC(C)C)c1	5%	10%	-16%	3.0%
COc1ccc(C2(O)CCN(C(=O)c3ccc4c(c3)OCO4)CC2)cc1	15%	-6%	0%	10%
Nc1ccc(C(=O)c2ccc3c(c2)OCCO3)cc1N	-9%	-17%	2%	2.2%
CC(=O)OCC#CCSc1nnc(-c2cccc(Br)c2)o1	-7%	-1%	-8%[10.9 µM]	1.4%
CCOC(=O)c1ccc(N2C(=O)c3n[nH]c(C)c3C2c2ccc(OC)c(OC)c2)cc1 (stereo unspecified)	14%	14%	-3%	-2.1%
Cc1ccc(C)c(CSc2nnc3[nH]c(=O)cc(-c4ccccc4)n23)c1	-6%	-22%	2%[10.9 µM]	u
C=CCN1CCc2c(cc(O)c(O)c2Cl)[C@H](c2ccccc2)C1	-18%	-13%	x	3.4%
CC1CCN(C(=O)CN2CCSc3ccc(S(=O)(=O)N(C)C)cc32)CC1	-7%	-6%	-11%[10.9 µM]	-1.0%
Cc1ccc(C2CC(c3ccc(C)cc3)n3nc(N)nc3N2)cc1 (stereo unspecified)	1%	-11%	-19%	0.1%
CCC12CN3CC(CC)(CN(C1)C3c1ccc(OC(C)C)cc1)C2=O (stereo unspecified)	-8%	0%	-17%	1.7%
CCOC(=O)c1ccc(N=C2SC(C(=O)Nc3ccccc3)CC(=O)N2C)cc1 (stereo unspecified)	0%	-6%	-13%[10.9 µM]	-0.8%
COc1cc(C2N(c3ccc(Cl)cc3)C(=O)C3CCCN32)cc(OC)c1OC (stereo unspecified)	6%	18%	-18%	-1.1%
COc1ccccc1N1CCN(C(=O)c2cc(C3CC3)on2)CC1	-4%	8%	0%	6.6%
O=C(C1CCCO1)N1CCN(c2c3c(nc4cc(-c5ccc(F)cc5)nn24)CCC3)CC1 (stereo unspecified)	3%	7%	3%	-0.3%
Cc1ccccc1-c1nc(CN2CCC(C(=O)NCCCN3CCOCC3)CC2)c(C)o1	-8%	4%	-1%	0.7%
CCOC(=O)/C(=N\Nc1ccccc1Cl)N1CCN(C)CC1	-20%	u	x	x
CCCCCn1c(=O)[nH]c2cc(C(=O)N3CCN(c4ccc(OC)cc4)CC3)ccc2c1=O	-7%	-6%	-11%[10.9 µM]	2.3%
Cc1cc(C(=O)OCC(=O)N2CC(=O)Nc3ccccc32)no1	2%	0%	0%	0.9%
COc1ccc(NC(=O)CCc2nc(-c3ccc(C)cc3)no2)c(OC)c1	-4%	-6%	-11%	-0.9%
COc1ccc(CNC(=O)c2ccc(Cn3c(=O)c4cccn4c4cccnc43)cc2)cc1OC	-1%	-16%	-5%[10.9 µM]	0.8%
NC(=O)C1CC(=O)N(c2ccc(OCC(=O)Nc3cccc(C(F)(F)F)c3)cc2)C1 (stereo unspecified)	2%	11%	-7%	1.0%
COc1ccc(C(=O)NCC2(N3CCN(C)CC3)CCCCC2)cc1	7%	3%	-15%[10.9 µM]	0.0%
Cc1cc(=O)oc2cc(OCC(=O)N3c4ccccc4CC3C)ccc12 (stereo unspecified)	-2%	0%	-4%	1.8%
COc1cccc(C2=NC(C)(C)NC(c3ccccc3O)C2)c1 (stereo unspecified)	-15%	-5%	-23%	16%
Clc1ccc(SCCCCn2cncn2)cc1	-2%	-4%	-10%	-0.6%
New compounds follow.
SMILES	p53ts 32C tox	p53ts 39C tox	Imprint erasure	IkB signaling
Cc1ccc(-n2c3c(c(=O)[nH]c2=O)C(NC(=O)C(C)(C)C)(C(F)(F)F)C(=O)N3)cc1 (stereo unspecified)	-6%	13%	7%[10.9 µM]	-1.5%
CCOC(=O)c1ccc(Nc2nc3ccc(C(=O)c4ccccc4)cc3n3c(C)nnc23)cc1	3%	10%	-8%[10.9 µM]	-2.4%
CC(=O)N(Cc1cc2cc(C)c(C)cc2n2nnnc12)CC1COCCO1 (stereo unspecified)	1%	-1%	24%	0.6%
COc1ccccc1NC(=O)CSc1nnc(C)o1	0%	8%	-3%	-0.3%
O=C(CSc1ncnc2nc[nH]c12)N1CCOCC1	3%	1%	3%	-0.2%
CCCCOC(=O)C1=C(C)Nc2ncnn2C1c1ccc(OC)c(OC)c1 (stereo unspecified)	-10%	-3%	-8%	-0.9%
Oc1ccc2c(c1)oc1cc(O)ccc12	6%	-2%	-22%	0.2%

Laid out differently: 6 of the compounds above
SMILES,p53ts 32C tox,p53ts 39C tox,Imprint erasure,IkB signaling
Cc1ccc(-n2c3c(c(=O)[nH]c2=O)C(NC(=O)C(C)(C)C)(C(F)(F)F)C(=O)N3)cc1 (stereo unspecified),-6%,13%,7%[10.9 µM],-1.5%
CCOC(=O)c1ccc(Nc2nc3ccc(C(=O)c4ccccc4)cc3n3c(C)nnc23)cc1,3%,10%,-8%[10.9 µM],-2.4%
CC(=O)N(Cc1cc2cc(C)c(C)cc2n2nnnc12)CC1COCCO1 (stereo unspecified),1%,-1%,24%,0.6%
COc1ccccc1NC(=O)CSc1nnc(C)o1,0%,8%,-3%,-0.3%
O=C(CSc1ncnc2nc[nH]c12)N1CCOCC1,3%,1%,3%,-0.2%
CCCCOC(=O)C1=C(C)Nc2ncnn2C1c1ccc(OC)c(OC)c1 (stereo unspecified),-10%,-3%,-8%,-0.9%

Not a hit list; 1.7% or so of the library scored in one or more.
